RBX1-CUL1 inh: human ROC1-CUL1 E3 ligase inhibition | inhibition, % at 10 µM | in vitro K48 di-Ub FRET, acceptor:donor ratio, 45 min | P62877+Q13616 | 140,000 compounds, 0.6% hits; in the data active = inhibition above about 25%
Target sequence (P62877 whole entry, looked up): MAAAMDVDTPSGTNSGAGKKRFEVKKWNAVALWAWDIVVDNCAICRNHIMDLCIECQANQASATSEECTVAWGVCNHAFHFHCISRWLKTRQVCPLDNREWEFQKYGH
Target sequence (Q13616 whole entry, looked up): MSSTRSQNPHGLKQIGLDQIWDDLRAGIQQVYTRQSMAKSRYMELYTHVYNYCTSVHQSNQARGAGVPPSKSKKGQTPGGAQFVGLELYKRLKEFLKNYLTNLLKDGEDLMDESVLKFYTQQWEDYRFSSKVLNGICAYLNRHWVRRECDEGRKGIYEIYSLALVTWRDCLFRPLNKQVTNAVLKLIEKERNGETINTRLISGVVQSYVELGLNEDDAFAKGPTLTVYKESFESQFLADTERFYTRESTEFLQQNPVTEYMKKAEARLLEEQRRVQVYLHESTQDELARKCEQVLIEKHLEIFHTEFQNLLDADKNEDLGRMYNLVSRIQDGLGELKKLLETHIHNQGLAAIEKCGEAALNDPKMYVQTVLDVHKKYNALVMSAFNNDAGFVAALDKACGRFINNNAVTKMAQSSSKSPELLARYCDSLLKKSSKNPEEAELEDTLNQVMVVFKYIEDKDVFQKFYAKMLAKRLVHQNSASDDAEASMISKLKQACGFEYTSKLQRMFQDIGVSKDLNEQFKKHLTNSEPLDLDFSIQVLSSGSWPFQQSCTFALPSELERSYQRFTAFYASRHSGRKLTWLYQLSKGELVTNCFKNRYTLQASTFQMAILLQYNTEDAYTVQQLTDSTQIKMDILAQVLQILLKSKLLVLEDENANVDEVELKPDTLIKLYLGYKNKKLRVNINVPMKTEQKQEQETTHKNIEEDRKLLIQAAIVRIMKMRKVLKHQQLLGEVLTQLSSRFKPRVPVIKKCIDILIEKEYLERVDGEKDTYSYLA
Starred values were filed as active, the others as inactive. An excerpt. The share of hits here may be higher or lower than overall.

The first 7 compounds, to show the layout:
No.	RBX1-CUL1 inh	SMILES
1	5	Cn1c(=O)n(Cc2ccccc2)c(=O)c2c1nc1n2CCN1c1ccccc1
2	-4	Cc1ccc(CCNC(=O)Cn2c(-c3cccs3)cc3cc(F)ccc32)cc1
3	-9	CCOC(=O)c1c(C)n(CCO)c2ccc(O)cc12
4	4	CCn1c(SCc2ccccc2Cl)nc2ccccc21
5	-1	CCc1ccc(-n2nc(CO)c(C(=O)NCCCc3ccccc3)n2)cc1
6	6	COc1cccc(CNc2ncnc3c2nnn3C)c1
7	53*	O=C1CC=Cc2ccc(O)c(O)c2C1=O

The list itself, from the start:
No.	RBX1-CUL1 inh	SMILES
1	5	Cn1c(=O)n(Cc2ccccc2)c(=O)c2c1nc1n2CCN1c1ccccc1
2	-4	Cc1ccc(CCNC(=O)Cn2c(-c3cccs3)cc3cc(F)ccc32)cc1
3	-9	CCOC(=O)c1c(C)n(CCO)c2ccc(O)cc12
4	4	CCn1c(SCc2ccccc2Cl)nc2ccccc21
5	-1	CCc1ccc(-n2nc(CO)c(C(=O)NCCCc3ccccc3)n2)cc1
6	6	COc1cccc(CNc2ncnc3c2nnn3C)c1
7	53*	O=C1CC=Cc2ccc(O)c(O)c2C1=O
8	-11	COc1cc(/C=N\NC(=O)CCN2CCN(c3ccccc3)CC2)ccc1O
9	-1	CCc1ccc(C(=O)c2cn(CC(=O)Nc3ccc4c(c3)OCO4)c3ccc(CC)cc3c2=O)cc1
10	7	c1ccc(-c2nn3c(-c4cccs4)nnc3s2)cc1
11	2	COc1ccc(/C=C2\SC(=Nc3ccc(C)cc3)N(c3ccc(C)cc3)C2=O)cc1OC
12	1	O=C(Nc1ccc2oc(-c3cc(Br)ccc3Cl)nc2c1)c1ccc2ccccc2c1
13	-5	CC(C)C(=O)Nc1ccc2oc(-c3cc(F)c(F)cc3Cl)nc2c1
14	-1	CC1CCc2c(sc(N3C(=O)c4ccc(C(=O)c5ccccc5)cc4C3=O)c2C#N)C1 (stereo not given)
15	5	O=C1CC(c2nc(-c3cccc(Cl)c3)no2)CN1c1ccc2c(c1)OCCO2 (stereo not given)
16	-6	O=C1CC(N2CCSCC2)C(=O)N1c1ccc(Br)cc1 (stereo not given)
17	3	Cc1ccc(S(=O)(=O)N(CCc2ccccc2)CC(=O)N/N=C/c2ccccn2)cc1
18	1	Cc1ccc(CS(=O)(=O)Nc2ccccc2)cc1
19	-1	Cc1nc(NC(=O)c2cc(Cl)ccc2Cl)ccc1Br
20	0	Cc1cccc(N2CCN(C(=O)c3ccc4c(c3)c(C)c(C)n4C)CC2)c1C

The list goes on:
No.	RBX1-CUL1 inh	SMILES
21	-5	O=C(Nc1cccc(C(F)(F)F)c1)c1cc2nc(-c3ccccc3)cc(C(F)(F)F)n2n1
22	-3	CN(C(=S)NC1(C)CCS(=O)(=O)C1)C1CCCCC1 (stereo not given)
23	0	CCN(CC)c1ccc(/C=C2\CCc3ccc([N+](=O)[O-])cc3C2=O)cc1
24	-3	COc1ccc(NC(=O)Cn2c(=O)n(Cc3nc(C)no3)c(=O)c3cc4c(cc32)OCO4)cc1OC
25	4	CCOc1ccc(CCN2C(=O)NC(=O)C3C2=NC(c2cccs2)=NC3(C(F)(F)F)C(F)(F)F)cc1OCC (stereo not given)
26	17	COc1ccc(/C=C/C=C2\C(=O)NC(=S)N(c3cccc(F)c3)C2=O)cc1
27	2	CC(C)(C)C1=NC(=S)SC1
28	8	CC(C)(C)c1ccc(C(=O)Nc2ncccn2)cc1
29	1	Cc1cc(C)cc(-n2c(SCC(=O)Nc3ccc4c(c3)OCO4)nc3c([nH]c4ccccc43)c2=O)c1
30	-6	Cc1ccn2c(Nc3ccccc3C)c(-c3ccccc3)nc2c1
31	-3	CCCCCC12CCC(COS(=O)(=O)c3ccc(C)cc3)(CC1)CC2
32	-8	Cc1oc2nc3c(c(=O)n(Cc4ccccc4)c(=O)n3C)n2c1C
33	1	CC1(C)CC(=O)CC(=NC2=CC3OC(c4ccccc4)OCC3OC2=O)C1 (stereo not given)
34	-8	CCCn1cc(S(=O)(=O)c2ccc(CC)cc2)c(=O)c2cc(F)c(N(CC)CC)cc21
35	1	CC(C)(C)c1ccc(N)c([N+](=O)[O-])c1
36	1	COc1cccc(Cc2nc3ccccc3nc2SCC(=O)N2CCCCC2C)c1 (stereo not given)
37	3	c1ccc(Nc2ncnc3nc[nH]c23)cc1
38	-2	COc1ccc(N(C(=O)c2cccs2)S(=O)(=O)c2ccccc2)cc1
39	-1	Cc1nnsc1C(=O)N(C)c1ccccc1
40	2	CN(C)CCNC(=O)CN1C(=O)CCn2nc(-c3cn(C)c4ccccc34)cc21

Laid out differently: entries from further up.
entry	structure	RBX1-CUL1 inh
27	CC(C)(C)C1=NC(=S)SC1	2
28	CC(C)(C)c1ccc(C(=O)Nc2ncccn2)cc1	8
29	Cc1cc(C)cc(-n2c(SCC(=O)Nc3ccc4c(c3)OCO4)nc3c([nH]c4ccccc43)c2=O)c1	1
30	Cc1ccn2c(Nc3ccccc3C)c(-c3ccccc3)nc2c1	-6
31	CCCCCC12CCC(COS(=O)(=O)c3ccc(C)cc3)(CC1)CC2	-3
32	Cc1oc2nc3c(c(=O)n(Cc4ccccc4)c(=O)n3C)n2c1C	-8
33	CC1(C)CC(=O)CC(=NC2=CC3OC(c4ccccc4)OCC3OC2=O)C1 (stereo not given)	1

The list goes on:
No.	RBX1-CUL1 inh	SMILES
41	5	N#C/C(=N\Nc1ccc(Cl)cc1)C(=O)c1ccccc1
42	9	COc1cc(C(=O)Nc2cc(C)ccc2O)cc(OC)c1OC
43	2	CCN(Cc1ccncc1)C1CCCN(S(=O)(=O)c2cc3ccccc3s2)C1 (stereo not given)
44	4	CC(C)CC(=O)Nc1ccccc1F
45	-9	Cc1ccc(C2C(C(=O)c3ccc4c(c3)OCCO4)C(=O)C(=O)N2CCCn2ccnc2)o1 (stereo not given)
46	5	O=C1C(=O)N(CCN2CCOCC2)C(c2ccccc2)C1C(=O)c1ccc2c(c1)OCCO2 (stereo not given)
47	-8	COCCNC(=O)c1cc2nc(-c3ccccc3)cc(C(F)(F)F)n2n1
48	2	CC(C)N(Cc1nccn1C)C(=O)c1cc(COc2cccc3cccnc23)on1
49	1	CCOc1cc(C2Nc3ccccc3-c3nnc(SC)nc3O2)cc(Br)c1O (stereo not given)
50	7	CCOc1ccccc1NC(=O)C1CCN(S(=O)(=O)N(C)C)CC1
51	1	Cc1ccc(OC(C)C(=O)NCC(C)C)c(C)c1 (stereo not given)
52	11	Oc1c(Cl)cccc1C=Nc1ncn[nH]1
53	1	COc1ccccc1NC(=O)C1C(C)=Nc2nc(SCc3ccccc3)nn2C1c1cccs1 (stereo not given)
54	4	CCc1ccccc1NC(=O)c1ccc2c(c1)N(Cc1cc(C)ccc1C)C(=O)c1ccccc1S2(=O)=O
55	-5	Clc1ccc2ncc(-c3nnnn3-c3ccc4ccccc4c3)c(-c3ccccc3)c2c1
56	1	CCOC(=O)C1(Cc2ccccc2)CCCN(C2CCC2)C1 (stereo not given)
57	3	COC(=O)c1cc(NC(=O)c2sc3ncn(Cc4cccc(F)c4)c(=O)c3c2C)cc(C(=O)OC)c1
58	-3	Cn1c(C2CCC2)nc2cc(C(=O)NC3Cc4ccccc4C3)cc(NC(=O)C3CCCO3)c21 (stereo not given)
59	-7	CCN(CC)c1ccc2cc(-c3nc(-c4cccs4)no3)c(=O)oc2c1
60	16	COc1ccccc1N1CCN(c2nc(-c3ccc(F)cc3)cc(=O)[nH]2)CC1

(cont.)
No.	RBX1-CUL1 inh	SMILES
61	-11	Cc1c(C(=O)N2CCC(C)CC2)c(S(=O)(=O)NCc2ccccc2)c(C)n1C
62	10	CCn1c(SCc2nc3ccccc3[nH]2)nnc1-c1cccnc1
63	-2	Cc1nc2sc3c(c2c(=O)o1)CCC3
64	0	COC(=O)c1sc2ncn(Cc3ccc(C(=O)OC(C)C)cc3)c(=O)c2c1C
65	5	COc1ccc(-n2nnnc2-c2cnc(-c3cccnc3)nc2C(F)(F)F)cc1
66	6	CC(C)=CCN1CC[C@@H](N2CCN(CCc3ccccc3)CC2)[C@H](O)C1
67	13	COc1cc(/C=N/NC(=O)CC2C(=O)NN=C2C)ccc1O (stereo not given)
68	-8	CC(NC(=O)c1ccc2nc(CCc3ccccc3)oc2c1)c1ccccc1 (stereo not given)
69	-1	CCc1cc2c(cc3c(=O)n(CC(=O)N4CCN(c5cc(Cl)ccc5C)CC4)nc(CC)n32)s1
70	-1	O=C(COc1ccc(Cl)cc1)Nc1cccc2nsnc12
71	-8	Cc1nc(N2CCOCC2)c2c(C(=O)N3CCN(c4ccccc4F)CC3)c(C)oc2n1
72	2	O=C1C(C=Nc2cc(C(F)(F)F)ccc2Cl)C(=O)N(C2CCCCC2)C(=O)N1C1CCCCC1
73	-9	CC1C(=O)C2CC(C)(C)C1CC2O (stereo not given)
74	-4	Cc1ccc(NC(=O)c2cc3ccccc3cc2OCC(=O)c2ccccc2)cc1
75	-9	COC(=O)C1=NC(=S)NC(c2ccc(OC)cc2)C1C (stereo not given)
76	11	O=C(c1ccc(Br)cc1)N(Cc1cccs1)c1ccc(F)cc1
77	3	CC(C)CNC(=O)Cc1cccs1
78	13	CC(C)NC(=O)C1CCN(C(=O)c2ccccc2F)CC1
79	12	Cc1ccc2c(c1)C(c1ccccc1)N(C(=O)COc1ccc(Cl)cc1Cl)CC(=O)N2 (stereo not given)
80	0	Cc1ccc(OCCOCCN2CCNCC2)cc1C

Later entries:
No.	RBX1-CUL1 inh	SMILES
81	5	COC(=O)[C@H](Cc1ccccc1)NC(=O)CCC1(Cc2ccc(SC)cc2)CCC(=O)N1 (stereo not given in full)
82	3	CSc1cccc(NC(=O)CSc2nnc(CNC(=O)c3ccccc3C)n2C)c1
83	3	CCC(C(=O)NCCc1ccc(S(N)(=O)=O)cc1)c1ccccc1 (stereo not given)
84	0	COc1ccc(S(=O)(=O)N2CCCCC2)cc1C(=O)Nc1cccc(C(F)(F)F)c1
85	4	COCC(=O)Nc1cc(C(=O)NCC(C)Oc2cccnc2)c2c(c1)ncn2CCc1ccccc1 (stereo not given)
86	-4	Cn1ccnc1C1CCCCN1C(=O)CC1(c2ccccc2)CC(=O)N(CCc2ccccn2)C1=O (stereo not given)
87	-2	COc1cc(OC)cc(C(=O)NCC2CCCN(C(=O)CCN3CCCCO3)C2)c1 (stereo not given)
88	-9	CC1=NC(=S)NC(c2cc(Br)ccc2O)C1C(=O)Nc1ccccc1 (stereo not given)
89	6	O=[N+]([O-])c1cc(C(F)(F)F)ccc1N1CCN(C(=S)Nc2cc(C(F)(F)F)ccc2Cl)CC1
90	-7	CCOc1ccc(NC(=O)Cn2cc(S(=O)(=O)NC)c(S(=O)(=O)NC)c2)cc1
91	-1	CCC(C)c1ccc(OCc2nnc(NC(=O)c3cccc4ccccc34)s2)cc1 (stereo not given)
92	-4	CC(C)CCn1c(=O)c2sccc2n2c(CCCC(=O)Nc3ccc(C(C)C)cc3)nnc12
93	2	CCOC(=O)c1cc2c(=O)n3ccccc3nc2n(CC2CCCO2)c1=NC(=O)c1ccccc1C (stereo not given)
94	1	Cc1cccc(C2c3[nH]c4ccccc4c3CCN2Cc2ncc(C)[nH]2)n1 (stereo not given)
95	9	CCOc1ccc(N(C(C)C(=O)NCCSc2ccc(C)cc2)S(C)(=O)=O)cc1 (stereo not given)
96	-9	CCOC(=O)N1CCc2c(sc3c2c(=O)n(Cc2ccccc2)c(=O)n3Cc2c(F)cccc2Cl)C1
97	6	COc1ccc(-c2nc(SCC(=O)NC3CCCC3)c(-c3ccc(OC)cc3)[nH]2)cc1
98	0	C/C=C(\C)CN1CCC(N2CCCC(C(=O)NC3CC3)C2)CC1 (stereo not given)
99	6	COc1cccc(N2CCN(c3ncnc4onc(-c5ccc(F)cc5)c34)CC2)c1
100	5	CCc1noc(C)c1C(=O)Nc1c(C(C)C)cccc1C(C)C

Going on with the list:
No.	RBX1-CUL1 inh	SMILES
101	6	C=CC[n+]1ccc(COC(=O)Nc2ccc(Cl)c(Cl)c2)cc1
102	-11	CN(C(=O)c1ccc2c(Cl)c3c(nc2c1)CCC3)c1ccccc1F
103	8	Cc1ccc2sc(N(Cc3cccnc3)C(=O)Cc3ccccc3)nc2c1C
104	3	Cc1ccc(NC(=O)Cn2nc(C)n3cccc3c2=O)c(C)c1
105	9	CCOC(=O)c1c(-c2ccco2)csc1NC(=O)CSc1ncnc2sc3c(c12)CCC3
106	0	CCOC(=O)c1ccc(NC(=O)Nc2ccc3snnc3c2)cc1
107	-5	COCCNC(=O)Cn1c(=O)n(-c2ccc(C)c(C)c2)c(=O)c2c3c(sc21)CCCCC3
108	9	Cn1c(=O)n(C)c2cc(-c3nc(-c4ccc(Br)cc4)c(-c4ccc(Br)cc4)[nH]3)ccc21
109	1	CC(C)NC(=S)NC(=O)c1ccc(F)cc1
110	-5	Cc1nc(C)c(Cc2cccc3ccccc23)c(=O)[nH]1
111	2	CN(CC(=O)c1ccc(C2CCCC2)cc1)Cc1ccccc1
112	1	Fc1ccc(COc2ccc(Br)cc2CNCC2CCCO2)cc1 (stereo not given)
113	8	CSCCCNC(=O)c1coc(Cn2cnc3ccccc32)n1
114	1	Cc1cc(C)c(S(=O)(=O)NC(C)C)cc1C
115	9	CC(C)(C)CN1CCC(Oc2cccc(C(=O)N[C@H]3CCCCNC3=O)c2)CC1
116	-2	CC(=O)Nc1ccc(N(C(=O)Cn2nnc3ccccc32)C(C(=O)NCc2ccccc2)c2ccc(C)cc2)cc1 (stereo not given)
117	5	Cc1ccc(C2CC(=O)C3=C(C2)Nc2ncnn2C3c2cccnc2)cc1 (stereo not given)
118	3	COc1ccc(-c2[nH]c(-c3cccc(OC)c3)nc2SCC(=O)NC2CCCC2)cc1
119	0	Cc1ccc(CNc2nc3ccccc3c3nc(-c4cccc(C)c4)nn23)cc1
120	7	CC1CCC(NC(=O)Cn2ncc3c4ccccc4n(Cc4ccc(Cl)cc4)c3c2=O)CC1 (stereo not given)
